West Nile virus CPE: inhibition of WNV-induced cytopathic effect – cell-based, CPE readout (AID 1621); West Nile virus-infected cells, CPE inhibition; higher % means a stronger effect; 290,000 tested, 0.02% active; CPE inhibition, % at 10 µM, or IC50 in µM where a hit was titrated; in the data active = a potency from the dose series; inconclusive = CPE inhibition mostly from about 3.7% at the one dose, without a potency; inactive = the rest, 99 in 100 with CPE inhibition below about 2.2%; also: strong numbers were not always called active
Large T inhibition: TAg ATPase/helicase activity blockers – biochemical (AID 1903). SV40 large T antigen ATPase/helicase inhibition assay; higher % means a stronger effect. inhibition, % at 20 µM, or IC50 in µM where a hit was titrated. 310,000 tested, 0.39% active; in the data active = a potency from the dose series; inconclusive = inhibition mostly from about 32% at the one dose, without a potency; inactive = the rest, 99 in 100 with inhibition below about 32%; also: strong numbers were not always called active
Dengue-2 NS5 capping: Dengue-2 NS5 methyltransferase inhibitors, primary screen, biochemical, confirmation dose response (AID 588689); Dengue-2 NS5 methyltransferase capping enzyme assay, biochemical; higher % means a stronger effect; one-dose inhibition, % at 25 µM; IC50 in µM for titrated hits; 340,000 tested, 0.3% active; in the data active = a potency from the dose series; inconclusive = inhibition above about 29% without an active follow-up result
Siah-1 displacement: blockers of Siah-1 interaction with plectin peptide – biochemical, fluorescence polarization, rhodamine-plectin, uHTS, primary screen (AID 1817) | Siah-1 / rhodamine-plectin peptide fluorescence polarization; higher % means a stronger effect | one-dose displacement, % at 20 µM; IC50 in µM for titrated hits | 290,000 tested, 0.02% active;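 active = displacement of at least 50% at 20 µM, with a fluorescence ratio check between 0.3 and a set limit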;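 also: plate controls were Siah plus tracer with DMSO for no effect and tracer alone without Siah for full effect; strong numbers were not always called active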
K1F lysis inhibition: inhibition of K1F phage lysis, E. coli UTI89, bacterial capsule biogenesis inhibitors, alamar blue (AID 488966). E. coli UTI89 K1F phage lysis, alamar blue, 2 h; higher % means a stronger effect. one-dose inhibition, % at 100 µM; IC50 in µM for titrated hits. 340,000 tested, 0.02% active;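 active = phage lysis inhibition, versus mean bacterial control, above a set limit; inconclusive = no clear call, values can overlap the other calls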;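 also: capsule biogenesis inhibitors block K1F phage lysis so surviving cells raise fluorescence; higher fluorescence means more inhibition of phage lysis; actives were called in the ten point dose series up to 300 µM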
AID2073: disruptors of CaV2.2 binding to Mint1 – biochemical, HTRF (AID 2073) | HTRF protein-protein interaction, Mint1-CaV2.2; higher % means a stronger effect | inhibition, % at 20 µM, or IC50 in µM where a hit was titrated | 290,000 tested, 0.19% active; in the data active = inhibition mostly above about 51%, no sharp cut-off; inconclusive = no clear call, values can overlap the other calls; inactive = mostly below about 53%; also: some results filed as inactive read as strong as hits
MgcRacGAP inhibition: MgcRacGAP GTPase-activating activity inhibitors, confirmation, biochemical, ADP Hunter fluorescence; 340,000 tested, 0.6% active; MgcRacGAP-stimulated Rac1 GTP hydrolysis, ADP Hunter fluorescence; higher % means a stronger effect; GST-tagged Rac1 F28L mutant substrate; one-dose inhibition, % at 30 µM; IC50 in µM for titrated hits;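 active = first-screen hits whose inhibition reached a set limit at any dose in the follow-up dose series; inconclusive = inhibition above the set first-screen limit but never retested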;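 also: fluorescence reports GDP produced by GAP-driven GTP hydrolysis; strong numbers were not always called active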
NTR1 ag: agonists of NTR1, primary screen, imaging, U2OS cells, beta-arrestin-GFP, high content (AID 493036) | P30989 | NTR1-U2OS beta-arrestin-GFP spot imaging, agonist mode | activation, % at 20 µM | 330,000 tested, 0.17% active;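 active = activation at or above 40% of the spot to cytoplasm intensity ratio, with at least 20 cells analyzed; inconclusive = wells under 20 cells, flagged as cytotoxic or low count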;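 also: 0% = DMSO without peptide and 100% = 100 nM NTR1 peptide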
Target sequence (P30989 whole entry, looked up): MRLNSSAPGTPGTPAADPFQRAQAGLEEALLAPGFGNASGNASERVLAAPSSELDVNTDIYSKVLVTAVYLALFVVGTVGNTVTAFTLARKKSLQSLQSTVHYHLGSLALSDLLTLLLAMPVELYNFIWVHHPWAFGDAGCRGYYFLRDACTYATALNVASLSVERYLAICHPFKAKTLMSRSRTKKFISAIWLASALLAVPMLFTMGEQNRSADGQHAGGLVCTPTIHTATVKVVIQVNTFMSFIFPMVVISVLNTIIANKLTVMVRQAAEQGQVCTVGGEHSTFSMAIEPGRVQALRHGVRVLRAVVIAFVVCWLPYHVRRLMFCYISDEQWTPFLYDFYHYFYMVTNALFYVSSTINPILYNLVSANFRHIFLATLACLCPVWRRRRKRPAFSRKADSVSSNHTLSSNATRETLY
RSV CPE inhibition: inhibition of RSV-induced cytopathic effect – HEp-2 cells, primary 10 µM value included (AID 2391). HEp-2 cells, RSV-induced CPE inhibition; higher % means a stronger effect. one-dose CPE inhibition, % at 10 µM; IC50 in µM for titrated hits. 310,000 tested, 0.13% active; in the data active = a potency from the dose series; inconclusive = CPE inhibition mostly from about 23% at the one dose, without a potency; inactive = the rest, 99 in 100 with CPE inhibition below about 21%; also: strong numbers were not always called active
NTR1 ag cell count 20 µM: further read-out of NTR1 ag, marked with its call; cell count; measured here: cell count, cytotoxicity flag
Dengue-2 NS5 capping pilot replicate: second read-out of Dengue-2 NS5 capping, no call of its own (marks repeat the call); inhibition, %; measured here: pilot screen replicate inhibition
* = called active by the depositor; ? = inconclusive; · = not tested or not shown; [ ] = another dose, or the depositor's remark. Outcome played no part in choosing rows (roughly 1.6% active in at least one column).

SMILES	West Nile virus CPE	Large T inhibition	Dengue-2 NS5 capping	Siah-1 displacement	K1F lysis inhibition	AID2073	MgcRacGAP inhibition	NTR1 ag	NTR1 ag cell count 20 µM	RSV CPE inhibition	others
C=C1SC(=Nc2c(C)cccc2Cl)N(C(=O)c2sc3ccccc3c2Cl)C12CCCCC2	-0.9%	?	-8%	1%	0.2%	22%	6%	1.7	82	13%
CCc1noc(C)c1C(=O)NNC(=O)c1nn(C)c(=O)c2ccccc12	·	·	-1%	·	2.3%[50 µM]	·	2%	0.1	57	1.3%
CC(=O)Nc1ccc(/C=C2\Sc3ccccc3C2=O)cc1	0.3%	5%	-12%	5%	-0.4%	16%	-4%	-1.0	54	1.0%
COc1cc(C(=O)N2CCCc3ccccc32)c([N+](=O)[O-])cc1OC	-1.0%	5%	-2%	-1%	0.2%	-13%	10%	-0.9	64	1.2%
O=C(Nc1ccc2ccccc2n1)c1ccc(Cl)cc1	-0.6%	10%	-2%	-1%	0.0%	9%	·	2.3	76	4.0%
CC(=O)Nc1ccc(S(=O)(=O)NC2CC(=O)N(c3cccc(F)c3)C2)cc1 (stereo not drawn)	·	12%	-8%	·	1.9%[50 µM]	·	3%	1.1	63	0.3%
Cc1ccc(P(=O)(CO)c2ccc(C)cc2)cc1	0.4%	2%	-3%	0%	-0.6%	1%	3%	-2.2	69	-0.4%
COC(=O)c1cc(OC)nc2c1c(=O)n(C)c(=O)n2C	0.4%	2%	-8%	0%	2.0%[50 µM]	25%	6%	1.7	58	2.0%
O=C(O)CC(NC(=O)c1ccccc1NC(=O)c1ccccc1)C(=O)O (stereo not drawn)	0.5%	3%	3%	11%	1.2%	3%	13%	-1.6	34	1.3%
O=C(NC1C/C=C\C(c2ccccc2)N(c2ccccc2)C(=O)C1)OCC1c2ccccc2-c2ccccc21 (stereo not drawn)	·	·	-2%	·	0.3%	·	10%	3.4	40	·
CC(=O)Nc1ccc(C(=O)Cn2c3[n+](c4c(F)c(F)ccc42)CCCCC3)cc1	-0.3%	14%	-9%	3%	-0.2%	-1%	3%	1.8	43	1.7%
Cc1nn(C)cc1C(=O)c1ccccc1	·	10%	-11%	·	3.8%	·	4%	0.0	60	·
COCCn1c(SCC(=O)Nc2ccccc2)nc2c1c(=O)[nH]c(=O)n2C	-0.1%	3%	2%	5%	0.0%	22%	0%	-0.2	59	0.5%
O=C1/C(=C/c2cccs2)SC(=S)N1NS(=O)(=O)c1ccccc1	0.2%	17%	57µM*	6%	-0.1%	-10%	20%	1.3	66	5.3%
O=C(Nc1ccon1)c1cccc(S(=O)(=O)N2CCCC2)c1	-0.1%	0%	-5%	0%	2.4%	-6%	-5%	-0.7	67	0.1%
Cc1nc2ccc3nc(NC(=O)c4ccco4)sc3c2s1	0.6%	·	-6%	·	3.1%	·	5%	3.1	60	8.4%
CN1CCN(C2=C(Cl)C(=O)N(c3ccc(Cl)cc3)C2=O)CC1	0.0%	20%	14%	6%	2.2%	21%	10%	1.6	44	2.3%
CC1=N/C(=C\c2ccc3c(c2)OCO3)C(=O)N1c1ccc(C(=O)O)cc1	-0.6%	12%	1%	4%	-1.9%	4%	0%	-0.3	55	0.9%
COc1ccc(N=CC=C2OC(C)(C)C(C)(C)O2)cc1OC	0.8%	20%	-3%	2%	0.5%	-20%	22%	-0.8	40	3.0%
CCOC(=O)N1CCN(c2c(NCCc3ccc(OC)c(OC)c3)c(=O)c2=O)CC1	0.4%	1%	0%	-2%	0.3%	-5%	4%	2.4	86	-0.1%
CC1Sc2ccc(C(=O)Nc3cc(S(C)(=O)=O)ccc3Cl)cc2NC1=O (stereo not drawn)	·	·	2%	·	0.0%[50 µM]	·	2%	-0.2	47	2.2%
CCC1CCCCN1CCNC(=O)C1CCN(S(=O)(=O)c2c(C)noc2C)CC1 (stereo not drawn)	0.2%	-5%	-1%	2%	1.2%	8%	6%	-4.9	83	0.7%
COc1ccc(C(=O)Nc2c(N)nc(SCC(=O)Nc3ccc(NC(C)=O)cc3)[nH]c2=O)cc1OC	-0.2%	5%	4%	-4%	0.3%[50 µM]	42%	7%	-0.1	60	2.0%
Fc1ccccc1NC(=S)N1CCN(Cc2ccc3c(c2)OCO3)CC1	-1.1%	6%	-7%	20%	0.1%	-21%	5%	0.7	46	-2.6%
Cc1cccc(/C(N)=N/OC(=O)c2cccc3ccccc23)c1	-1.2%	9%	-1%	0%	0.1%	2%	11%	5.1	64	13%

Of the compounds above, 2 have an aryl thioether with sulfur outside any ring:
SMILES	West Nile virus CPE	Large T inhibition	Dengue-2 NS5 capping	Siah-1 displacement	K1F lysis inhibition	AID2073	MgcRacGAP inhibition	NTR1 ag	NTR1 ag cell count 20 µM	RSV CPE inhibition	others
COCCn1c(SCC(=O)Nc2ccccc2)nc2c1c(=O)[nH]c(=O)n2C	-0.1%	3%	2%	5%	0.0%	22%	0%	-0.2	59	0.5%
COc1ccc(C(=O)Nc2c(N)nc(SCC(=O)Nc3ccc(NC(C)=O)cc3)[nH]c2=O)cc1OC	-0.2%	5%	4%	-4%	0.3%[50 µM]	42%	7%	-0.1	60	2.0%

The main list resumes, repeating the four entries before the break.
SMILES	West Nile virus CPE	Large T inhibition	Dengue-2 NS5 capping	Siah-1 displacement	K1F lysis inhibition	AID2073	MgcRacGAP inhibition	NTR1 ag	NTR1 ag cell count 20 µM	RSV CPE inhibition	others
CCC1CCCCN1CCNC(=O)C1CCN(S(=O)(=O)c2c(C)noc2C)CC1 (stereo not drawn)	0.2%	-5%	-1%	2%	1.2%	8%	6%	-4.9	83	0.7%
COc1ccc(C(=O)Nc2c(N)nc(SCC(=O)Nc3ccc(NC(C)=O)cc3)[nH]c2=O)cc1OC	-0.2%	5%	4%	-4%	0.3%[50 µM]	42%	7%	-0.1	60	2.0%
Fc1ccccc1NC(=S)N1CCN(Cc2ccc3c(c2)OCO3)CC1	-1.1%	6%	-7%	20%	0.1%	-21%	5%	0.7	46	-2.6%
Cc1cccc(/C(N)=N/OC(=O)c2cccc3ccccc23)c1	-1.2%	9%	-1%	0%	0.1%	2%	11%	5.1	64	13%
Cc1cc(SCC2=NNC(=O)C2)c(Cl)cc1Cl	-0.1%	17%	-3%	-1%	-2.2%	-2%	1%	2.9	35	1.3%
O=C(COc1ccc2ccc(=O)oc2c1)Nc1ccc(N2CCOCC2)cc1	1.2%	9%	1%	0%	4.8%	6%	12%	-0.2	37	0.1%
Cc1ccc(NC(=O)C[n+]2ccccc2)cc1[N+](=O)[O-]	-0.1%	-3%	-9%	1%	-0.1%	11%	7%	-1.1	80	2.1%
CCc1ccc(OCCOCC(O)CN2CCN(Cc3ccc(Cl)cc3)CC2)cc1 (stereo not drawn)	-1.9%	10%	0%	2%	7.4%	-2%	8%	-0.9	67	7.2%
Cc1cccc(C)c1NC(=O)N1CCC(c2nc3ccccc3o2)CC1	-0.6%	13%	-1%	3%	0.0%	0%	17%	1.4	75	-1.1%
C(=N\NC1=Nc2cccc3cccc1c23)/c1cccnc1	0.5%	7%	-31%	-11%	-0.1%	8%	10%	3.1	50	?
CCOc1ccc(C2C(C#N)=C(N)SC(N)=C2C#N)cc1OC	0.1%	3%	·	6%	·	?	·	-0.2	79	1.9%
Cc1ccc(Nc2ccc(C(=O)N3CCCC3)cn2)c(C)c1	-0.9%	5%	-9%	0%	0.1%	10%	6%	4.2	46	0.9%
Cc1ccccc1/C(N)=N/O	-0.6%	3%	-3%	-2%	2.0%	0%	1%	0.5	63	2.4%
Cc1ccc(C)c(NC(=O)CSc2nnc(NC(=O)C3CC3)s2)c1	0.2%	5%	4%	-2%	0.0%	0%	1%	0.5	76	0.8%
COc1ccc(/C=C2\SC(=S)N(C(C(=O)O)c3ccccc3)C2=O)c(OC)c1 (stereo not drawn)	1.2%	37%	-12%	2%	-0.3%	-21%	15%	1.6	53	5.0%
COc1ccc(C(C)NC(=O)Cc2cccs2)cc1 (stereo not drawn)	-0.4%	4%	-5%	-2%	0.4%	6%	10%	1.3	77	0.9%
COc1ccc(CCNC(=O)c2nnc(Cc3c(F)cccc3Cl)o2)cc1OC	0.9%	-4%	1%	0%	5.2%	3%	3%	-1.5	75	2.0%
Cc1ccc(OCCCC(=O)NCc2ccco2)cc1	0.0%	6%	-2%	1%	4.3%	31%	9%	-0.9	69	-0.1%
COc1cccc(NC(=S)/C(=C(\[O-])c2ccc(OC(F)F)cc2)[n+]2ccccc2)c1	0.1%	1%	3%	-7%	0.1%	12%	-1%	-0.9	50	-1.5%
CCOC(=O)NC1c2ccccc2Oc2ccccc21	-0.3%	5%	4%	10%	0.5%[50 µM]	-3%	4%	-1.8	65	-1.9%
O=C1Nc2ccccc2C12OCCCO2	0.1%	12%	-8%	2%	0.5%	-4%	2%	-0.6	51	1.9%
C=CCNC(=O)CN1C(=O)c2cccc3cccc1c23	-1.3%	4%	1%	17%	0.1%	26%	11%	-1.6	44	-0.7%	Dengue-2 NS5 capping pilot replicate=-3.7
COc1ccc(N(C(=O)c2snc(C(N)=O)c2N)C(C(=O)NC2CCCC2)c2ccc3ncccc3c2)cc1 (stereo not drawn)	-0.6%	10%	2%	-4%	-0.2%	-7%	1%	-0.2	35	6.6%
CCOC(=O)c1c(CN(CC)CC)n(C)c2cc(Br)c(O)cc12	-0.9%	20%	9%	14%	-0.2%	5%	18%	2.5	65	2.3%
O=C(NCC(=O)N1CCN(S(=O)(=O)c2ccccc2)CC1)c1ccc2ccccc2c1	·	25%	-3%	·	-1.5%	·	6%	0.5	47	-2.7%
C=CCN(C(=O)CSc1nc2ccsc2c(=O)n1Cc1ccccn1)c1ccccc1	-0.5%	8%	1%	14%	0.1%	-11%	8%	1.2	71	0.9%
Cn1c(=O)n(C)c2cc([N+](=O)[O-])c(N3CCN(C(=O)C(C)(C)C)CC3)cc21	-0.9%	23%	-2%	-2%	0.0%	4%	12%	-0.7	36	9.7%
COc1ccccc1N1CCN(C2CCCN(C(=O)CCN3CCCCO3)C2)CC1 (stereo not drawn)	-0.8%	8%	-4%	-1%	0.6%	1%	9%	1.2	74	0.3%
N#Cc1c2ccc(O)cc2n2ccccc12	-1.0%	?	?	-1%	0.7%	54%	?	4.1	38	3.3%
COCc1[nH][nH]c(=O)c1C=Nc1ccc(OC(F)(F)F)cc1	-0.2%	16%	-12%	8%	-0.2%	-1%	7%	-1.3	80	1.3%

Screening results: PubChem, several laboratories
